# Growth percent in the NCI-60 one-dose screen (48 h, 10 µM unless noted): 100 = growth as untreated, 0 = no growth, -100 = all killed.
# K-562: K-562 leukemia | 7.4% of 78,000 active
# MOLT-4: MOLT-4 leukemia cells; 6.9% of 80,000 active
# RPMI-8226: RPMI-8226 leukemia cells | 7.5% of 77,000 active
# HOP-92: HOP-92 NSCLC cells; 6.3% of 71,000 active
# HOP-62: HOP-62 NSCLC. 3.9% of 80,000 active. AID 1794735
# SR: SR leukemia cells; AID 1794780; 8.7% of 73,000 active
# CCRF-CEM: CCRF-CEM leukemia. 7% of 77,000 active
# EKVX: EKVX NSCLC; 3% of 71,000 active
# * hit, by the source's call; · = no result given; & = joins results of further samples. How the source made its calls: active means growth percent below 10; inactive means the rest.
# Below each SMILES – K-562, MOLT-4, RPMI-8226, HOP-92, HOP-62, SR, CCRF-CEM, EKVX
- COc1ccc2nc3c(cc2c1)CSc1nnc(-c2ccc[nH]c2=S)n1N3
 : 102, 103, 102, 98, 109, 106, 103, 95
- CC(=O)NC(C)(C)C1(C)CCC(=O)N1 (stereo unspecified)
 : 92, 98, 111, 111, 96, 97, 113, 101
- N#CC1=C(N)Oc2c(ccc3ccccc23)C1c1c[nH]c2ccccc12 (stereo unspecified)
 : 90, 97, 97, 99, 92, 84, 99, 70
- CCCN1CCC(=O)NC1=S
 : 98, 101&89, 100&101, 100&101, 105&103, 92&89, 101&96, 104&98
- CCOP(=O)(OCC)c1nc(-c2ccccc2)oc1NCc1ccc(F)cc1
 : 102, 94, 96, 103, 107, 89, 101, 98
- COc1ccc(C2CC(c3ccc4c(c3)OCO4)=Nc3c(N)nc(N)nc3N2)cc1 (stereo unspecified)
 : 44, 74, 93, 96, 86, 21, 79, 77
- Cc1cc(C(=O)c2ccccc2)cc(C)c1O
 : 95, ·, 81, 74, 95, 56, -22*, 112
- O=C(CCCCC[P+](c1ccccc1)(c1ccccc1)c1ccccc1)NC(COC(=O)C(Cl)Cl)(COC(=O)C(Cl)Cl)COC(=O)C(Cl)Cl
 : 98, 98, 83, ·, 96, 89, 89, ·
- CCOC(=O)/C(C#N)=C/c1cccc2ccc3ccccc3c12
 : 82, 77, 105, 93, 90, 83, 100, 101
- O=C(CSc1nnc(-c2ccc(Cl)cc2)n1-c1ccccc1)Nc1ccccc1F
 : 87, 88, 98, 66, 98, 91, 97, 91
- CCOC(=O)c1ccc(-n2nc(C(=O)NCCC(=O)O)nc2-c2ccccc2)cc1
 : ·, 108, 112, 88, 104, 112, 103, 98
- C1=Cc2ccccc2N(c2nnc(-c3ccc4ccccc4c3)o2)c2ccccc21
 : 66, 84, 88, 79, 101, 42, 72, 71
- Cc1ccc(S(=O)(=O)N/N=C2/CCc3ccccc32)cc1
 : 94, 98, 102, 92, 94, 108, 100, 99
- O=C1c2ccccc2CCCC1Br (stereo unspecified)
 : 96, 98, 103, 90, 88, 93, 104, ·
- CCc1cccc(C)c1NC(=O)c1sc2nc3c(cc2c1N)CCCCC3
 : 9.1*, 27, 12, 72, 37, 14, 17, 46
- C=CCn1c(SCC(=O)Nc2ccc(Cl)cc2)nnc1-c1cc(-c2ccc(S(C)(=O)=O)cc2)nc2ccccc12
 : 36, 31, 35, 75, 76, 51, 40, 53
- CCCCCCCCCCCCCC(=O)OCCOC(=O)CCCCCCCCCCCCC
 : 104, 101, 112, 105, ·, 100, 113, 108
- CCOc1cccc2sc(N(Cc3cccnc3)C(=O)C3CCCCC3)nc12
 : 78, 90, 64, 65, 88, 80, 64, ·
- Cc1ccc(C(=O)C(Br)C(Br)c2ccccc2)cc1 (stereo unspecified)
 : 51, 46, 48, ·, 115, ·, ·, ·
- CC(C)c1nc2ccccc2n1CC(=O)N/N=C/c1ccc(O)cc1
 : 96, 93, 100, 73, 89, ·, 96, 105

# Five compounds out of the list, ordered by count of non-hydrogen atoms, ascending:
# Below each SMILES – K-562, MOLT-4, RPMI-8226, HOP-92, HOP-62, SR, CCRF-CEM, EKVX
- CC(=O)NC(C)(C)C1(C)CCC(=O)N1 (stereo unspecified)
 : 92, 98, 111, 111, 96, 97, 113, 101
- Cc1ccc(S(=O)(=O)N/N=C2/CCc3ccccc32)cc1
 : 94, 98, 102, 92, 94, 108, 100, 99
- CC(C)c1nc2ccccc2n1CC(=O)N/N=C/c1ccc(O)cc1
 : 96, 93, 100, 73, 89, ·, 96, 105
- CCc1cccc(C)c1NC(=O)c1sc2nc3c(cc2c1N)CCCCC3
 : 9.1*, 27, 12, 72, 37, 14, 17, 46
- CCOc1cccc2sc(N(Cc3cccnc3)C(=O)C3CCCCC3)nc12
 : 78, 90, 64, 65, 88, 80, 64, ·

# Additional compounds:
# Below each SMILES – K-562, MOLT-4, RPMI-8226, HOP-92, HOP-62, SR, CCRF-CEM, EKVX
- Cc1cc2ncc(-c3cc4ccccc4c(N4CCN(C)CC4)n3)nc2cc1C
 : -51*, -8.8*, -12*, ·, 83, -40*, 1.4*, 74
- COC(=O)[C@@H](NC(=O)Cn1cc(CNC(=O)OC(C)(C)C)nn1)C(C)C
 : 121, 101, 110, 86, 99, 105, 104, 102
- O=S(=O)(NCCCNc1nccc(-c2[nH]c(-c3ccccc3)nc2-c2ccc(F)c(O)c2)n1)c1ccc(Cl)cc1
 : 45, 38, 64, 93, 111, 31, 41, 96
- COc1ccccc1-c1cn2cc(Cl)sc2n1
 : 86, 70, 111, 85, 97, 79, 102, 104
- Cc1ccc(S(=O)(=O)NCCCCCC(=O)O)cc1
 : 108, 99, 104, 116, 92, 100, 98, 92
- CC(C)c1nn(-c2ccccc2)c(N2CCCCC2)c1/C=N/NC(N)=S
 : 83, 84, 78, 65, 101, 89, 90, 82
- Nc1nc(N)nc(Cc2nc3ccccc3s2)n1
 : 123, 134, 110, 98, 90, 123, 122, 67
- COc1ccc(CCNC(=O)/C(=C\c2ccc3c(c2)OCO3)NC(=O)c2ccccc2)cc1OC
 : 99, 95, 81, 81, 94, 95, 98, 101
- Clc1ccc(C(Cn2ccnc2)OCc2ccsc2Cl)c(Cl)c1 (stereo unspecified)
 : 16, 17, 38, 29, 74, 17, 43, 48
- O=C1c2cccc3c(-c4ccc5ncn(C6CCCCC6)c5c4)ccc(c23)C(=O)N1CCN1CCOCC1
 : 44, 11, 41, ·, 62, 45, 61, 70
- CCC(C)Nc1ccc(N)cc1 (stereo unspecified)
 : 3.8*, -14*, -25*, -25*, 12, ·, 13, 8.7*
- C=C(C)[C@@H]1CC[C@]2(C(=O)O)CC[C@]3(C)[C@H](CC[C@@H]4[C@@]5(C)CC[C@H](OC(=O)C(Cl)Cl)C(C)(C)[C@@H]5CC[C@]43C)[C@@H]12
 : 32, 43, 50, 73, 79, 60, 59, 62
- c1ccc(-c2[nH]c3ccccc3c2-c2ccccc2)cc1
 : 83, 66, 33, 8.7*, 90, 89, 48, 77
- CCCc1ncccc1O
 : 93, 98, 94, 82, 107, 105, 84, 104
- CS(=O)CC(=N\O)/C(CS(C)=O)=N\O (stereo unspecified)
 : 106, 105, 100, 105, 102, 100, 101, 99
- COc1ccc2c(C3(c4c[nH]c5cc(OC)ccc45)C(=O)Nc4ccc(F)cc43)c[nH]c2c1
 : 47, 26, 62, 63, 82, 55, 36, 70
- COc1ccc(-c2ccn(CCC(=O)N3CC(C)OC(C)C3)n2)cc1OC1CCCC1 (stereo unspecified)
 : 108, 111, 104, 81, 90, 105, 102, 73
- CCS(=O)(=O)OCCO[C@H]1Cc2cc3ccc(=O)oc3cc2OC1(C)C
 : ·, 107, 113, 103, ·, 111, 115, 107
- Nc1ccc2c(c1)-c1ccc(F)cc1C2=O
 : 97, 92, 100, ·, 106, 82, 79, 102
- Cc1ccc(S(=O)(=O)Nc2nc(Nc3ccc(Cl)cc3)c(C#N)c(-c3ccc(Cl)cc3)n2)cc1
 : ·, ·, 62, 78, 119, ·, 64, 51
- O=S(=O)(O)c1ccccc1N=Nc1c(S(=O)(=O)O)cc2cc(S(=O)(=O)O)c(N=Nc3ccccc3S(=O)(=O)O)c(O)c2c1O
 : 94, 79, 107, 97, 98, 81, 98, 106
- Cc1ccc(-c2csc(NC(=O)c3cc(-c4ccc(Br)cc4)nc4ccccc34)n2)cc1
 : 89, 91, 94, 88, 92, 94, 93, 78
- CC(=O)COc1ccccc1NC(C)=O
 : 108, 105, 96, ·, 100, ·, ·, ·
- CCOC(=O)c1ccc(NC(=O)Cn2cnc3c(N(CC)CC)ncnc32)cc1
 : 95, 78, 106, ·, 101, 64, 117, 99
- O=S(=O)(CCS(=O)(=O)c1ccccc1)c1ccccc1
 : 98, 91, 117, 100, 91, 84, 103, 96
- O=C(Nc1cnc2ccccc2c1)c1ccncc1
 : 116, 104, 94, ·, 118, 100, 107, 87
- c1ccc2cc(C[n+]3ccn(CCCCCCCCCCCCn4cc[n+](Cc5ccc6ccccc6c5)c4)c3)ccc2c1
 : -59*, -70*, -71*, -68*, -58*, -50*, -68*, -63*
- Nc1nc2c(c(=O)[nH]1)C1(C(=O)Nc3ccccc31)c1c(nc(N)[nH]c1=O)N2
 : 115, 90, 96, 96, 101, 111, 105, 104
- COc1ccc(/C=c2\sc3n(c2=O)C2C(NN=3)N(C)C(=O)N2C)cc1 (stereo unspecified)
 : -35*, 27, 20, 55, 21, -11*, ·, 57
- Nc1ccn(C2C=CC(CO)O2)c(=O)n1 (stereo unspecified)
 : 101, 74, 108, 95, 99, 107, 89, ·
- CC1CCCCC[N+]12CCCC2 (stereo unspecified)
 : 107, 99, 100, ·, 103, 92, ·, ·
- N#CC(Cc1ccccc1)c1cc2ccccc2[nH]1 (stereo unspecified)
 : 81, 95, ·, 96, 81, 87, 100, 91
- N=C(N)N(Cc1ccccc1)Cc1ccccc1
 : 84, 95, 106, 73, 78, 88, 105, 91
- CC(=O)c1cc2c(N)c(C(=O)Nc3ccccn3)sc2nc1C
 : 98, 98, 99, 75, 88, 69, 102, 75
- CN1C(=O)/C(=C/c2ccccc2)S/C1=N/c1nccs1
 : 81, 103, 93, 91, 92, 84, 97, 70
- COc1cc2cc(Oc3ccc(NC(=O)c4cccc(C(F)(F)F)c4)cc3)c(C)nc2cc1OCCN(C)C
 : 7.1*, 67, 73, 62, 98, 29, 41, 83
- Cc1ccc2c(c1)=N/C(=N/c1[nH]c(O)c3ccccc13)N=2
 : 82, 52, 88, ·, 69, 60, 59, ·
- COc1ccc(-c2cnnc3c(-c4cccc(C(F)(F)F)c4)cnn23)cc1
 : 86, 89, 46, 53, 3.2*, ·, 61, 31
- CN(Cc1cnc2nc(N)nc(N)c2n1)c1ccc(C(=O)N[C@@H](CCc2nn[nH]n2)C(=O)O)cc1
 : 18, 26, 36, 74, 25, 29, 27, 82
- COc1ccc(C(=O)/C=C/c2ccccc2)cc1S(=O)(=O)Nc1c(N)nc(SC)[nH]c1=O
 : 36, 84, 72, 73, 101, 40, 54, 92

# Only HOP-92, SR and CCRF-CEM, for 5 of the compounds above:
canonical_smiles | HOP-92 | SR | CCRF-CEM
CN(Cc1cnc2nc(N)nc(N)c2n1)c1ccc(C(=O)N[C@@H](CCc2nn[nH]n2)C(=O)O)cc1 | 74 | 29 | 27
O=S(=O)(CCS(=O)(=O)c1ccccc1)c1ccccc1 | 100 | 84 | 103
O=S(=O)(O)c1ccccc1N=Nc1c(S(=O)(=O)O)cc2cc(S(=O)(=O)O)c(N=Nc3ccccc3S(=O)(=O)O)c(O)c2c1O | 97 | 81 | 98
Nc1ccn(C2C=CC(CO)O2)c(=O)n1 (stereo unspecified) | 95 | 107 | 89
c1ccc2cc(C[n+]3ccn(CCCCCCCCCCCCn4cc[n+](Cc5ccc6ccccc6c5)c4)c3)ccc2c1 | -68* | -50* | -68*

# Carrying on.
# Below each SMILES – K-562, MOLT-4, RPMI-8226, HOP-92, HOP-62, SR, CCRF-CEM, EKVX
- FC(F)(F)c1cccc(/C=C/c2nn3c(-c4ccccc4)nnc3s2)c1
 : ·, ·, 84, 94, 102, ·, 101, 89
- CCCCCc1ccc(C2=C(Br)C(=O)c3nc(C)ccc3C2=O)cc1
 : 44, 17, 49, 98, 75, 24, ·, 96
- Cc1ccc(CSCc2ccc(C(=O)NC3CC3)o2)cc1
 : 40, 63, 52, 75, 109, 18, 62, ·
- Cc1ccc(-n2ncc3c(=O)n(-c4cccc(C)c4)c(=O)[nH]c32)cc1
 : 91, 96, 99, 88, 103, 96, 99, ·
- O=C(Nc1ccc(NC(=O)c2ccccc2)cc1)c1ccccc1
 : 96, 104, 94, 94, 108, 96, 100, 109
- COCC(O)Cn1ccnc1N=Nc1ccccc1 (stereo unspecified)
 : 106, 110, 100, 87, 97, ·, ·, ·
- COc1ccc(CN2CCc3c(Sc4ccccc4)nc(N)nc3C2=O)c(OC)c1
 : 48, 35, -6.1*, -11*, 86, 43, 47, 57
- COc1ccc(NC(=O)c2ccc(NC3=C(c4ccc(OC)cc4)C(=O)N(C)C3=O)cc2)cc1
 : 80, 87, 99, 114, 79, 72, 94, 104
- O=C(Nc1ccccc1Cl)c1c[nH]c(=O)c(-c2ccc(N3CCCOC4(CC4)C3)cc2)c1
 : ·, 48, 21, 70, 70, 40, 48, 38
- O=C1NC(=S)S/C1=C/c1cn(-c2ccccc2)nc1-c1ccc(Cl)cc1
 : 82, 84, 44, 46, 104, 116, 68, 77
- CCOC(=O)/C=C(C)/C=C/c1ccccc1
 : 105, 102, 93, 99, 106, 94, 103, 100
- N#Cc1ncc(-c2ccc(C(F)(F)F)cc2)c(NCCCC(F)(F)C(F)(F)C(F)(F)C(F)(F)C(F)(F)C(F)(F)C(F)(F)C(F)(F)F)n1
 : 82, 89, 103, 103, 107, 83, 108, ·

# Bioassay records as filed in PubChem BioAssay.
